Compound activity (PubChem)
Tb PGK inh – inhibitors of T. brucei phosphoglycerate kinase; P07378; PGK/GAPDH coupled, Kinase-Glo luminescence, 60 min; Potency, µM (highest dose often 57.5 µM), for inactives: at the top dose activity change, negative = inhibition, hits mostly inhibitors; hit rate 0.043% among 380,000; AID 602233; note: potency is the fitted concentration of half-maximal effect; % is set by controls: 0 for no effect and ±100 for the full control effect; nearly all actives have a fitted effect of over 60% in size
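Luminescent ATP detection (Kinase-Glo Plus) follows a 60-minute room-temperature incubation, with wells lacking PGK as controls. Buffer: 100 mM TEA (pH 7.6), 5 mM MgCl2, 0.01% Tween-20. Coupling enzyme GAPDH (100 nM final) supplies unstable 1,3-BPG in-well.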
Pin1 inh – blocks the human prolyl isomerase Pin1. Pin1 FP peptide displacement, HiFluor488, 10 min. hit rate 0.009% among 390,000. Potency, µM (series often up to 115 µM), for inactives: top-dose activity, negative = inhibition, usual class: inhibitors. Q13526; active = well fitted inhibition curve with a large enough effect in the polarisation, with a control signal flat, not every such curve was filed as active; inconclusive = small, poorly fitted or top-dose-only effect, or effect the other way, or a change in a side signal; inactive = no such curve, though single readings can be large or run the other way; the % refers to the polarisation; note: potency is the fitted concentration of half-maximal effect; % is set by controls: 0 for no effect and ±100 for the full control effect
ERG-DNA inh – inhibitors of human ERG Ets domain-DNA interaction; P11308; fluorescence polarization, His-ERG Ets domain / labelled DNA; Potency, µM (titrated, usually from 76.9 µM), without a hit: at the top dose FP activity, negative = inhibition, usual class: inhibitors; hit rate 0.028% among 370,000; active = well fitted inhibition curve with a large enough effect in the polarisation, with a control signal flat; inconclusive = small, poorly fitted or top-dose-only effect, or effect the other way, or a change in a side signal; inactive = no such curve, though single readings can be large or run the other way; the % refers to the polarisation;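 note: polarization taken with two DNA probes labelled with fluorescein and Texas red; potency is the fitted concentration of half-maximal effect; % of control where 0% means no effect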
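His-tagged ERG Ets domain (1 uM in the protein solution; 300mM KCl, 50mM Tris-HCl, 1mM EDTA, 1mM DTT, pH 7.5) received compound, then a probe mix of 5 nM fluorescein-DNA and 100nM Texas-615-DNA. Fluorescence polarization was read for both dyes.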
G9a inh – blocks human histone lysine methyltransferase G9a; G9a H3K9 monomethylation, AlphaScreen, 2 h; Potency, µM (doses to about 102 µM), for the others: top-dose activity, negative = inhibition, most hits filed as inhibitors; hit rate 8.8% among 350,000; note: potency is the fitted concentration of half-maximal effect; % is set by controls: 0 for no effect and ±100 for the full control effect; nearly all actives have a fitted effect of over 75% in size
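Enzyme 20 nM + cpd, 15 min RT; add b-H3K9 pep 500 nM / SAM 20 uM; 2 h RT; anti-H3K9me1 Ab 0.5 ug/mL + SA donor / anti-rabbit acceptor beads 20 ug/mL each, 10 min; AlphaScreen read.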
GLS inhibitor – glutaminase GLS (human) inhibition | hit rate 0.21% among 410,000 | Potency, µM (top dose mostly 45.5 µM), for the others: at the top dose activity change, negative = inhibition, most hits filed as inhibitors | O94925 | AID 624170 | GLS enzymatic activity, qHTS titration; note: potency is the fitted concentration of half-maximal effect; % is set by controls: 0 for no effect and ±100 for the full control effect
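hKGA in 45 mM KH2PO4 pH 8.2, 0.02% Tween-20 with pin-transferred compounds; 1 mM L-glutamine (stock) plus glutamate oxidase/HRP/Amplex Red coupling added. Fluorescence read initially and after 30 min at RT.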
PI4K2A block – PI4K2A (human) kinase inhibition; AID 1346378; activity change, negative = inhibition, % at 76.9 µM; Q9BTU6; hit rate 0.13% among 420,000; purified PI4K2A, ADP-Glo luminescence, 1 h; active compounds read low; in the data active = activity change below about -50%; inconclusive = mostly about -30% to -49%;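 note: -100% = wells without enzyme as full effect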
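PI4K2A activity was measured by ADP-Glo luminescence: enzyme (4 ug/mL stock) and phosphatidylinositol (1.2 mM stock) in Tris pH 7.5/MgCl2/EGTA/Triton X-100 buffer were reacted with ATP (300 microM stock) for one hour at ambient temperature.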
BAZ2B block – BAZ2B (human) inhibition | Q9UIF8 | AlphaScreen BAZ2B-H3K14Ac peptide displacement | Potency, µM (titrated, usually from 114 µM), for the others: top-dose activity change, negative = inhibition, usual class: inhibitors | hit rate 4.4% among 360,000 | AID 504333; note: potency is the fitted concentration of half-maximal effect; % is set by controls: 0 for no effect and ±100 for the full control effect; nearly all actives have a fitted effect of over 60% in size
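AlphaScreen luminescence quantifies BAZ2B engagement of H3K14Ac peptide; the protein and biotinylated peptide are both at 50 nM final, buffer PBS pH 7.4 with 0.01% Tween-20, all steps at room temperature.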
HP1b chromo inh – HP1-beta chromodomain-methylated histone interaction inhibition; P83916; AlphaScreen HP1-beta / biotin-H3K9me3 peptide binding; Potency, µM (top dose mostly 114 µM), inactives show at the top dose activity change, negative = inhibition, actives largely listed as inhibitors; hit rate 0.56% among 390,000; note: potency is the fitted concentration of half-maximal effect; nearly all actives have a fitted effect of over 70% in size; inactives centre near 23
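AlphaScreen: HP1-beta (50 nM) preformed 30 min with biotin-H3(1-18)K9me3 peptide (50 nM) in PBS pH 7.4, 0.01% Tween-20. Compound added for 30 min at RT, then streptavidin donor/nickel chelate acceptor beads (10 ug/mL) for 30 min.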
JMJD2A Tudor – inhibitors of human JMJD2A Tudor domain | O75164 | AlphaScreen JMJD2A-Tudor / H3K4me3 peptide binding | Potency, µM (top dose mostly 114 µM), for the others: at the top dose activity change, negative = inhibition, usual class: inhibitors | hit rate 4.4% among 390,000; note: potency is the fitted concentration of half-maximal effect; % is set by controls: 0 for no effect and ±100 for the full control effect; nearly all actives have a fitted effect of over 50% in size
Target sequence (O75164 whole entry, looked up, the tested form may be a part): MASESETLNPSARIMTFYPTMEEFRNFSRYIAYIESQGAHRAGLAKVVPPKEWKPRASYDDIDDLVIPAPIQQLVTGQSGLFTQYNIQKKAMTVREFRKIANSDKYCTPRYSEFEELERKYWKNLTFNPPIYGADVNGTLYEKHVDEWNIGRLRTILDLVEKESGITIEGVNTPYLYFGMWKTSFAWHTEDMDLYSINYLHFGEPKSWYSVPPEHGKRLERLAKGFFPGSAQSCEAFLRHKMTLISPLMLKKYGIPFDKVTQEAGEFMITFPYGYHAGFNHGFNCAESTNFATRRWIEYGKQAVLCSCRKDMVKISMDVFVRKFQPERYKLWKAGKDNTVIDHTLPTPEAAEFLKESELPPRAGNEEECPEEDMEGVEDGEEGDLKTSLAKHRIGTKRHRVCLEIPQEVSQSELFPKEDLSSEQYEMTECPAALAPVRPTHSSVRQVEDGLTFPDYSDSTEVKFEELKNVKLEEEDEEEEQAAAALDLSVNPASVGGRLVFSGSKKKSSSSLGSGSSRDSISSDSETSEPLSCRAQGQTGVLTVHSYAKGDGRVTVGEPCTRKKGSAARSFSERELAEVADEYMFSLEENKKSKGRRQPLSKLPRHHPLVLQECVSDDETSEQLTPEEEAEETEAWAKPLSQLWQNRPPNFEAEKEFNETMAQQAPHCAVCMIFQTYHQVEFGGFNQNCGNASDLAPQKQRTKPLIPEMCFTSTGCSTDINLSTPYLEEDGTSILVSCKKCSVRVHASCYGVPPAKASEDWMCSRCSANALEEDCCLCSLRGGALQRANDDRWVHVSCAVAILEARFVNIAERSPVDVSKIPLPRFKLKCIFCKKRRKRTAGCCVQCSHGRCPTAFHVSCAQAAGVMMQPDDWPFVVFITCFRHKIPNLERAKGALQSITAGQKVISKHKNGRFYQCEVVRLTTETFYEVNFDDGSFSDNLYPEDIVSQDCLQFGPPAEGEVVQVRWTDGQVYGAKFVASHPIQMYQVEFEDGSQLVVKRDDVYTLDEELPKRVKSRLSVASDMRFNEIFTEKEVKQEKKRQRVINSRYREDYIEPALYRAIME
Active calls of the source: *; ! = not confirmed by another sample; [ ] = dose if it differs, or a comment. Unless noted, calls come from the whole dose curve; as a rule, active = well fitted curve in the direction sought with a large enough effect; inconclusive = small, poorly fitted or top-dose-only effect, or another doubt; inactive = no such curve, though single readings can be large; an effect the other way counts as inactive or inconclusive.

How did COc1ncccc1C(=O)N1CCCC(C(=O)c2cccc(OC(C)C)c2)C1 (stereo not drawn) do in these assays?
Tb PGK inh: -7%; Pin1 inh: -1%; ERG-DNA inh: 2%; G9a inh: -7%; GLS inhibitor: -22%; PI4K2A block: 5; BAZ2B block: -19%; HP1b chromo inh: 21%; JMJD2A Tudor: -7%

Results for CCC(Sc1ncnc2sc3c(c12)CCCC3)C(=O)OCC(C)C (stereo not drawn) ?
Tb PGK inh: 2%; Pin1 inh: 0%; ERG-DNA inh: -7%; G9a inh: 95%[activator][59 µM]; GLS inhibitor: -10%; PI4K2A block: 0; BAZ2B block: 205%[activator]; HP1b chromo inh: 188%[activator]; JMJD2A Tudor: 143%[activator]

How did Cc1cccc(NC(=S)N(CCN(C)C)C(C)c2cccnc2)c1 (stereo not drawn) do in these assays?
Tb PGK inh: -3%; Pin1 inh: -3%; ERG-DNA inh: 14%; G9a inh: 0%[59 µM]; GLS inhibitor: -24%; PI4K2A block: 5; BAZ2B block: -16%; HP1b chromo inh: 43%; JMJD2A Tudor: -17%

How did CC(=O)Nc1ccc(S(=O)(=O)NC(C)C(=O)OCCOc2ccc(F)cc2)cc1 (stereo not drawn) do in these assays?
Tb PGK inh: -1%; Pin1 inh: 0%; ERG-DNA inh: 3%; G9a inh: inconclusive; GLS inhibitor: -4%; PI4K2A block: -2; BAZ2B block: 6%; HP1b chromo inh: 24%; JMJD2A Tudor: -14%

Results for Cn1c(Cc2ccccc2)nnc1SCC(=O)c1ccc(Br)s1 ?
Tb PGK inh: -8%; Pin1 inh: -5%; ERG-DNA inh: -3%; G9a inh: inconclusive; GLS inhibitor: 10%; PI4K2A block: -1; BAZ2B block: -8%; HP1b chromo inh: 3%; JMJD2A Tudor: -20%

Results for Cc1ccc(SCc2ccc(C(=O)Nc3nccs3)o2)cc1 ?
Tb PGK inh: 2%; Pin1 inh: 1%; ERG-DNA inh: 4%; G9a inh: 60%[activator]; GLS inhibitor: 4%; PI4K2A block: 5; BAZ2B block: -15%; HP1b chromo inh: 36%; JMJD2A Tudor: -21%

How did COc1ccc(Cl)cc1NC(=O)CN(C)C(=O)c1ccc2n[nH]nc2c1 do in these assays?
Tb PGK inh: -5%; Pin1 inh: 3%; ERG-DNA inh: 0%; G9a inh: 16%[12.7 µM]; GLS inhibitor: -7%; PI4K2A block: 2; BAZ2B block: -6%; HP1b chromo inh: 28%; JMJD2A Tudor: -12%

Results for CCCCn1c(SCc2ccc(C(=O)OC)o2)nc2cc(S(N)(=O)=O)ccc21 ?
Tb PGK inh: 4%; Pin1 inh: 8%; G9a inh: 4%[59 µM]; GLS inhibitor: 11%; PI4K2A block: 1; BAZ2B block: -2%; HP1b chromo inh: 14%; JMJD2A Tudor: -24%

What do the screens show for `CC(C)=CCc1c2c(c3occ(-c4ccc(O)cc4)c(=O)c3c1O)C=CC(C)(C)O2`?
Tb PGK inh: 6%; Pin1 inh: inconclusive; ERG-DNA inh: 11%; G9a inh: 20µM*!; GLS inhibitor: 1%; PI4K2A block: 0; BAZ2B block: inconclusive; HP1b chromo inh: -12%; JMJD2A Tudor: inconclusive

How did CC(=O)c1c(C)n(-c2ccc(Cl)cc2)c2ccc(OC(=O)COc3ccccc3)cc12 do in these assays?
Tb PGK inh: 1%; Pin1 inh: -4%; ERG-DNA inh: -3%; G9a inh: 6%[59 µM]; GLS inhibitor: 2%; PI4K2A block: 0; BAZ2B block: -3%; HP1b chromo inh: 57%[activator]; JMJD2A Tudor: -3%

What do the screens show for `COc1ccccc1-c1cn[nH]c1-c1ccc(OCc2ccccc2F)cc1O`?
Tb PGK inh: -6%; Pin1 inh: 30%[activator]; ERG-DNA inh: -16%; GLS inhibitor: -5%; PI4K2A block: 2; BAZ2B block: -25%; HP1b chromo inh: 20%; JMJD2A Tudor: -35%

Results for CC1CCN(S(=O)(=O)c2ccc3c(ccn3CCC(=O)NCc3ccccc3F)c2)CC1 ?
Tb PGK inh: -7%; Pin1 inh: 2%; ERG-DNA inh: 1%; G9a inh: -3%[59 µM]; GLS inhibitor: 1%; PI4K2A block: 1; BAZ2B block: -18%; HP1b chromo inh: 21%; JMJD2A Tudor: -11%

How did COc1ccc(/C=C2/SC(=O)N(NS(=O)(=O)c3ccccc3)C2=S)cc1OC do in these assays?
Tb PGK inh: inactive; Pin1 inh: 16%; ERG-DNA inh: 6%; G9a inh: -2%[2.33 µM]; GLS inhibitor: 42%[activator]; PI4K2A block: -5; BAZ2B block: inconclusive; HP1b chromo inh: -5%; JMJD2A Tudor: inconclusive

What do the screens show for `Cc1cc(S(=O)(=O)Nc2ccccc2C)ccc1F`?
Tb PGK inh: -3%; Pin1 inh: -2%; ERG-DNA inh: 3%; G9a inh: 32%[59 µM]; GLS inhibitor: -12%; PI4K2A block: -9; BAZ2B block: 3%; HP1b chromo inh: 5%; JMJD2A Tudor: -2%[11.4 µM]

What do the screens show for `Cc1cc(C)nc(/N=C(\N)Nc2ccc3c(c2)OCCO3)n1`?
Tb PGK inh: -3%; Pin1 inh: 3%; ERG-DNA inh: 7%; G9a inh: -8%; GLS inhibitor: 15%; PI4K2A block: -1; BAZ2B block: 15%; HP1b chromo inh: 55%[activator]; JMJD2A Tudor: -15%

How did CC(=O)c1ccc(N2CCN(S(=O)(=O)c3c(C)[nH]c(=O)[nH]c3=O)CC2)cc1 do in these assays?
Tb PGK inh: 0%; Pin1 inh: -6%; ERG-DNA inh: -10%; G9a inh: -7%; GLS inhibitor: -1%; PI4K2A block: -2; BAZ2B block: -16%; HP1b chromo inh: 39%[activator]; JMJD2A Tudor: -12%

Results for Cc1ccc2c(CC(=O)O)coc2c1 ?
Tb PGK inh: 3%; Pin1 inh: 5%; ERG-DNA inh: -1%; G9a inh: -37%[12.7 µM]; GLS inhibitor: 2%; PI4K2A block: 8; BAZ2B block: -33%; HP1b chromo inh: 15%; JMJD2A Tudor: -11%

What do the screens show for `Cc1ccc2oc(=O)c3cc(C(=O)Nc4ccc(F)cc4F)sc3c2c1`?
Tb PGK inh: -3%; Pin1 inh: 3%; ERG-DNA inh: 0%; G9a inh: 12%[59 µM]; GLS inhibitor: 6%; PI4K2A block: 3; BAZ2B block: -4%; HP1b chromo inh: 36%; JMJD2A Tudor: 5%

What do the screens show for `Brc1csc(/C=N/Nc2nc3ccccc3s2)c1`?
Tb PGK inh: 3%; Pin1 inh: 17%; ERG-DNA inh: 0%; G9a inh: 12%; GLS inhibitor: 13%; PI4K2A block: -3; BAZ2B block: 1%; HP1b chromo inh: 15%; JMJD2A Tudor: -28%

What do the screens show for `CCc1cnccc1CCC(=O)Nc1ccccc1C`?
Tb PGK inh: 1%; Pin1 inh: -1%; ERG-DNA inh: 0%; GLS inhibitor: 2%; PI4K2A block: 1; HP1b chromo inh: 43%[activator]; JMJD2A Tudor: -3%

Results for CCCC(c1nnnn1Cc1ccco1)N1CCN(C2CCCC2)CC1 (stereo not drawn) ?
Tb PGK inh: inactive; Pin1 inh: -1%; ERG-DNA inh: 4%; G9a inh: 50µM*; GLS inhibitor: -2%; PI4K2A block: -7; BAZ2B block: inconclusive; HP1b chromo inh: 2%; JMJD2A Tudor: inconclusive

How did Cc1ccc2[nH]c(=O)c(CN(CCCN3CCOCC3)Cc3nnnn3C3CCCC3)cc2c1 do in these assays?
Pin1 inh: -9%; ERG-DNA inh: -7%; G9a inh: -3%[59 µM]; GLS inhibitor: -5%; PI4K2A block: 12; BAZ2B block: 1%; HP1b chromo inh: 0%; JMJD2A Tudor: -21%

How did Cn1c(-n2cccc2)c(-c2c(-c3ccccc3)[nH]c3c2c(=O)[nH]c(=O)n3C)c(=O)[nH]c1=O do in these assays?
Tb PGK inh: -4%; Pin1 inh: -5%; ERG-DNA inh: 0%; G9a inh: -4%[12.7 µM]; GLS inhibitor: -11%; PI4K2A block: -6; BAZ2B block: 79µM*; HP1b chromo inh: -7%; JMJD2A Tudor: -31%

Results for O=C(NCc1ccccn1)c1ccc(CNS(=O)(=O)c2cccc(C(F)(F)F)c2)cc1 ?
Tb PGK inh: -9%; Pin1 inh: -8%; ERG-DNA inh: 1%; G9a inh: 4%; GLS inhibitor: 9%; PI4K2A block: 2; BAZ2B block: 0%; HP1b chromo inh: 19%; JMJD2A Tudor: -11%

What do the screens show for `Cc1ccc(S(=O)(=O)N2CCOCC2)cc1-c1n[nH]c(=S)n1-c1ccccc1`?
Tb PGK inh: inactive; Pin1 inh: -4%; ERG-DNA inh: 6%; G9a inh: -8%[12.7 µM]; GLS inhibitor: 7%; PI4K2A block: -2; BAZ2B block: 10%; HP1b chromo inh: 37%; JMJD2A Tudor: 6.3µM*

How did O=C(Nc1ccc(F)cc1F)c1ccc(-n2cncn2)nc1 do in these assays?
Tb PGK inh: -8%; Pin1 inh: -1%; ERG-DNA inh: -13%; G9a inh: -12%[59 µM]; GLS inhibitor: 2%; PI4K2A block: -2; BAZ2B block: -3%; HP1b chromo inh: 31%; JMJD2A Tudor: 3%
